Assay outcomes deposited in PubChem BioAssay by National Center for Advancing Translational Sciences (NCATS).
D2 ag: activates the human D2 dopamine receptor; P14416; HEK293 T-REx D2 cells, calcium flux agonist mode; activation, % at 2 µM; 0.53% of 340,000 active; AID 485358;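 active = activation over 3 SD above normal in the single-dose calcium agonist read, cut at about 30% in these data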; also: 0% is about no effect
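Agonism scored from kinetic calcium signal (1 read/sec, 180 s) following compound pin transfer, after a 10 s baseline. Cells: HEK293 Trex line expressing inducible D2 receptor coupled to calcium, dye-loaded after overnight culture at 30 C.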
TRHR enhancer: allosterically enhances the human TRH receptor; TRHR cells, fluo-8 calcium fluorescence, EC20 TRH enhancement; AID 493056; enhancement, % at 2 µM; P34981; 0.66% of 360,000 active; in the data active = enhancement above about 30%; also: 0% is about no effect
Target sequence (P34981 whole entry, looked up): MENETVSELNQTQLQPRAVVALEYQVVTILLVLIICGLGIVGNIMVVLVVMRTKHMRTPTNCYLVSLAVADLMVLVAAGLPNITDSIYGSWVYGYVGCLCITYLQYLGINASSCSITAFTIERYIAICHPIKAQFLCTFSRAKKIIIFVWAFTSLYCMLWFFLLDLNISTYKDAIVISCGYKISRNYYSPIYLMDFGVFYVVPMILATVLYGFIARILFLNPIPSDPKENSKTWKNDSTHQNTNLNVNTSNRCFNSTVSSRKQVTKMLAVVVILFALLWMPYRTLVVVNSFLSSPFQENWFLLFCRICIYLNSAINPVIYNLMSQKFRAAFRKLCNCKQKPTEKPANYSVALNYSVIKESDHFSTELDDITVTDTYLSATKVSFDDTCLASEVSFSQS
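Enhancer read-out: after compound pinning and an initial kinetic agonist-mode read, an EC20 of TRH (10 nM final) was injected and fluo-8 calcium signal (Ex 480/Em 530) followed at 1 s/cycle for 100 cycles in TRHR-expressing cells.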
D1 ag: activates the human D1 dopamine receptor | 1% of 360,000 active | AID 504660 | P21728 | HEK293 T-REx D1 cells, calcium flux, agonist mode | activation, % at 2 µM; also: 0% is about no effect
Target sequence (P21728 whole entry, looked up): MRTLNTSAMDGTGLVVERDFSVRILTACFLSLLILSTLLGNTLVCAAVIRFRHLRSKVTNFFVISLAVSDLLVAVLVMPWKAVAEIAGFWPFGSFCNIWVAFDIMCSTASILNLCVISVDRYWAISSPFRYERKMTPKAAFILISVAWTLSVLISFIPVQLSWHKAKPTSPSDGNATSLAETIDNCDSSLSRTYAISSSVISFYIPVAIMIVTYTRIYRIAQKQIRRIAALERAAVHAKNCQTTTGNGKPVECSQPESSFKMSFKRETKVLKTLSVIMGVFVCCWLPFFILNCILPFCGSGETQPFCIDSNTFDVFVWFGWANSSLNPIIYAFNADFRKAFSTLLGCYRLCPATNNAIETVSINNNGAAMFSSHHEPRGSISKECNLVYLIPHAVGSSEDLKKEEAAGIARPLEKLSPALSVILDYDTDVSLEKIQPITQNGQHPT
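Agonism was scored from calcium flux recorded over 180 s (1 read/s) after pintool compound addition, following a 10-cycle baseline. Cells were inducible force-coupled HEK293 TREx D1, plated overnight at 30 C and loaded with no-wash calcium dye.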
D1 PAM: potentiators of human D1 dopamine receptor | P21728 | HEK293 TREx D1 cells, calcium flux, dopamine EC20 potentiation | potentiation, % at 10 µM | 0.036% of 360,000 active; in the data active = potentiation above about 30%; also: 0% is about no effect
D1 antag: human D1 dopamine receptor antagonism. 3.2% of 360,000 active. activity change, negative = inhibition, % at 10 µM. AID 504652. HEK293 TREx D1 cells, calcium flux, dopamine EC80; hits give low values; in the data active = activity change below about -30%; also: % is scaled to controls: 0 for no effect and ±100 for the full control effect
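After overnight tetracycline induction at 30 C, force-coupled D1 HEK293 cells took up a no-wash calcium dye at room temperature. Compounds were added and monitored 180 s, and the response to EC80 dopamine was then recorded.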
RXFP1 antag: antagonists of human relaxin receptor RXFP1 | 0.59% of 350,000 active | HEK293-RXFP1, relaxin-stimulated cAMP HTRF, 30 min; hits give low values | Q9HBX9 | activity change, negative = inhibition, % at 57.5 µM | AID 1259400;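 active = activity change of -60% or lower, but not beyond a set lower limit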; also: % is scaled to controls: 0 for no effect and ±100 for the full control effect
D2 potentiator: positive allosteric modulators of human D2 dopamine receptor; P14416; HEK293 T-REx D2, calcium flux, EC20 dopamine potentiation; potentiation, % at 10 µM; 0.34% of 340,000 active;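 active = potentiation over 3 SD above the plate norm, cut at about 30% in these data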; also: 0% is about no effect
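Tetracycline-induced HEK293 T-REx cells force-coupled to calcium signalling expressed D2; compounds were pin-added after a 10 s baseline, read kinetically 180 s, then an EC20 dopamine challenge followed with a further 180 s calcium read.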
TRHR ag: activates the human TRH receptor. P34981. TRHR cells, calcium flux fluo-8, FDSS agonist mode. activation, % at 2 µM. 0.18% of 360,000 active; also: 0% is about no effect
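TRHR-expressing cells, plated overnight in medium with 10% serum, were loaded with fluo-8 calcium dye at room temperature. After a 10 s baseline, library compound was pin-added and calcium release was recorded kinetically (ex 480/em 530) as agonist response.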
D2 antag: antagonizes the human D2 dopamine receptor; P14416; HEK293 TREx D2 cells, calcium flux, dopamine EC80; inhibition, % at 10 µM; 2% of 340,000 active; in the data active = inhibition above about 30%; also: 0% is about no effect
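Compounds are added to dye-loaded, induced HEK293 T-REx cells coupled to calcium release via D2; after a 3 min kinetic read an EC80 dopamine stimulus is given and fluorescence is recorded for 3 more min.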
Numbers without * were called inactive; nt = not tested or not shown; & = joins results of further samples. Rule as the data show it, unless noted: active = activation above about 30%; inactive = the rest.

SMILES	D2 ag	TRHR enhancer	D1 ag	D1 PAM	D1 antag	RXFP1 antag	D2 potentiator	TRHR ag	D2 antag
N#Cc1ccc(-c2nnnn2-c2ccc3c(c2)OCO3)cc1	2.6	-2	2	-5	9	-2	2	0.7	-8
CCCc1cc(=O)oc2cc(C)cc(OCC(=O)N3CCC(C(=O)O)CC3)c12	-0.7	2	1	-3	-64*	nt	10	-0.4	14
Cc1nc2ccccc2n1C(=O)c1ccccc1[N+](=O)[O-]	-1.0	0	3	-8	-8	-4	-2	-0.1	-4
CCOC(=O)C1=C(O)/C(=C\c2sccc2C)N=C1C	-1.1	0	0	5	0	-16	-4	-0.5	-5
O=C(C[n+]1ccccc1)Nc1ccc(Cl)c([N+](=O)[O-])c1	-0.4	-1	6	-5	-3	21	-7	4.1	-6
O=S(=O)(NC1CCCCC1)c1ccc(S(=O)(=O)N2CCN3CCCC3C2)cc1 (configuration not stated)	0.5	-4	3	10	-26	4	-5	0.0	-6
CCOC(=O)c1c(C)nc(C)c(C(=O)OCC)c1-c1cccnc1	1.6	-3	2	6	-4	5	4	-0.6	18
O=C(CNc1cccc(S(=O)(=O)N2CCCC2)c1)Nc1cccc(Br)c1	0.0	-4	4	-4	-17	-5	1	0.0	23
Cc1ccc(N2CN=c3s/c(=C\c4ccccn4)c(=O)n3C2)cc1	0.2	-3	0	-5	22	-7	14	-0.3	-10
CCOc1ccc(C(=O)n2cc(C(=O)OC)c3ccccc32)cc1	0.9	-6	2	-4	1	-14	0	-0.2	4
CN(CC(=O)Nc1ccc(F)cc1)C(=O)CSc1nccn1C	nt	-3	5	5	-6	6	-7	0.1	2
N#CC1=C(SCC(N)=O)NC(=O)CC1c1ccccc1Cl (configuration not stated)	-0.5	-7	2	nt	-8	nt	-5	0.0	1
O=C(Nc1ccc(Cl)cc1)c1cc2nc(-c3ccco3)cc(C(F)(F)F)n2n1	1.3	8	1	-9	7	7	7	0.5	-16
CSc1ccccc1C(=O)N1CCOCC1	0.0	3	1	-5	-1	-18	-1	0.2	-4
CN(CC(=O)Nc1ccccc1Cl)C(=O)CSc1nncn1C	0.6	0	2	6	11	1	6	0.1	-4
Cc1ccc(NC(=O)CCNC(=O)c2ccc(Br)cc2)nc1	-0.9	2	0	-6	-19	-1	6	-0.7	-2
COC(=O)c1cc(-c2ccc(F)cc2)n(-c2ccccc2)n1	nt	-4	0	3	-11	-7	0	-0.6	nt
CCC(=O)c1cn(CC(=O)Nc2ccccc2Cl)c2ccccc12	-0.1	-4	-2	4	16	-6	15	0.1	0
Cc1cnnc2c1-c1nonc1CC2	0.1	2	3	5	-14	4	-16	-0.1	12
CCS(=O)(=O)N1CCc2cc(OC)c(OC)cc2C1	0.1	-3	0	-2	6	11	8	0.0	21
CCCN1CCc2nc(N3CCN(C)CC3)ncc2C1	0.4	6	4	0	-16	3	7	-1.1	nt
CC(=O)Nc1ccc(S(=O)(=O)C(C#N)c2nc3ccccc3nc2NCCO)cc1 (configuration not stated)	-0.8	-3	2	-1	9	14	-7	-0.2	17
CCCCOc1ccc(C(=O)N(Cc2ccc(N(C)C)cc2)Cc2ccco2)cc1	0.1	-6	0	-1	-2	-18	-12	0.4	nt
O=C(NCc1ccccc1F)C1CCCN(C(=O)Nc2ccc(F)cc2)C1 (configuration not stated)	0.4	-3	0	1	-5	-2	6	-0.2	-6
CC(=O)N1CC(C)Sc2ccc(S(=O)(=O)NCCc3ccccc3)cc21 (configuration not stated)	1.7	-3	26	-5	-10	-1	-12	0.0	-10
NCC(c1ccc(Cl)cc1Cl)c1c[nH]c2ccccc12 (configuration not stated)	0.6	0	41*	-3	-11	-16	0	1.2	4
COc1ccc(Cl)cc1NC(=O)CCN1C(=O)C2C3CCC(C3)C2C1=O (configuration not stated)	-5.5	-4	2	-5	2	-4	9	-1.1	-10
COC(=O)C1=C(C)Nc2c(c(=O)n(C)c(=O)n2C)C1c1cccs1 (configuration not stated)	0.3	2	0	2	22	-5	0	-0.2	-8
CCc1ccccc1NC(=O)CN1C(=O)COc2ccc(S(=O)(=O)N3CCCCCC3)cc21	-0.6	1	4	-2	-46*	-3	-1	-0.2	nt
CC/C(=N\NC(N)=O)c1ccc(OC(F)F)cc1	0.1	0	3	-6	-2	2	-2	-0.6	6
O=S(=O)(c1ccc(-c2csc(-c3cccnc3)n2)cc1)N1CCCCC1	1.1	-2	3	-2	6	10	-4	0.1	37*
CSc1ccc(CCNC(=O)Cn2ncc3c([nH]c4ccccc43)c2=O)cc1	-0.2&-0.1	12&2	4&-1	0&1	2&-4	-12&7	-12&1	2.8&0.6	14
O=S(=O)(NCc1ccco1)c1ccccc1Br	nt	-1	3	-8	-3	nt	13	0.1	-31
Cc1ccc(O)c(NC(=O)c2cc(-c3ccccc3Cl)on2)c1	-1.7	-14	6	4	-33*	2	10	0.8	-3
O=C1NC(Cc2c[nH]c3ccccc23)C(=O)N1c1ccc(F)cc1 (configuration not stated)	0.2	1	1	2	4	-6	-2	0.1	9
CC(C)c1ccc(Nc2nc3c(S(=O)(=O)c4ccc(Br)cc4)nnn3c3ccsc23)cc1	0.8	4	2	0	4	3	-5	0.5	nt
COCCn1c(SCC(=O)NC2CCCC(C)C2C)nc2ccccc2c1=O (configuration not stated)	-1.1	-2	3	2	8	7	8	-0.5	9
CN(CC(=O)Nc1ccc(C#N)cc1)CC(=O)Nc1ccc(N2CCOCC2)cc1	0.4	-3	1	-1	-5	1	7	0.2	-1
O=C(NNS(=O)(=O)c1ccccc1F)c1sccc1-n1cccc1	1.4	10	0	-4	-4	7	-4	0.1	-15
CCCCCCP(=O)(O)c1ccccc1	0.4	4	3	1	3	-7	7	0.1	1
CC1(C)CC2(CCO1)OC(=O)CC2C(=O)NCc1ccccc1 (configuration not stated)	0.0	4	1	-7	5	-11	3	0.7	4
CCOc1ccc(N(C(=O)c2cnsn2)C(C(=O)NC2CCCCC2)c2ccncc2)cc1 (configuration not stated)	1.3	-4	1	8	-1	-20	4	0.1	-4
C=CCn1c(CC#N)nnc1N1CCOCC1	-0.1	0	5	-5	16	1	-14	-0.1	1
O=C(NC1CCCCC1)C(c1ccccc1F)N(C(=O)c1csnn1)C1CCCC1 (configuration not stated)	-0.9	2	61*	nt	-23	-5	-1	-0.5	7
Cc1ccc(S(=O)(=O)NC(CC(C)C)C(=O)N2CC(C)OC(C)C2)cc1 (configuration not stated)	0.6	10	2	-1	10	1	-3	0.9	7
CCCN(CC(=O)Nc1ccccc1OC)C(=O)CSc1ccc(Br)cc1C	0.4	-5	0	-2	-20	-12	-8	0.9	2
CCc1ccc(S(=O)(=O)N(C(=O)c2ccncc2)c2ccc(OC(=O)c3ccncc3)cc2)cc1	-1.4	1	1	3	2	2	-4	0.0	10
Cc1ccccc1OCC(=O)NCC(=O)OCc1ccc(Br)cc1	0.6	3	8	-6	-7	-15	5	-1.2	4
COc1ccc(-c2nc(C#N)c(NCc3ccc(C)cc3)o2)cc1OC	0.4	-1	1	-5	-3	2	10	-0.5	27
O=c1ccn(-c2cccc(C(F)(F)F)c2)nc1-c1ccn(-c2ccccc2F)n1	0.7	-3	-2	-4	20	0	-6	-0.2	-3
CN(Cc1ccccc1)c1ccc(N2C(=O)CCC2=O)cc1[N+](=O)[O-]	-0.5	-4	2	2	-2	5	-1	0.2	-7
CC(=O)NCCc1c(C)n(Cc2ccccc2)c2ccccc12	-1.2	14	3	8	-17	2	2	-0.9	-16
COc1ccc(-c2nc(N)ncc2-c2csc(C)n2)c(O)c1OC	nt	-8	2	2	-2	-2	-17	0.0	nt
CCOC(=O)c1c(C)nc2ccccc2c1-c1ccccc1	-1.6	0	7	4	-4	-15	2	-0.1	16
CC(=O)Oc1ccccc1C1=NN(C(=O)/C=C/c2ccccc2)C(c2ccccc2)C1 (configuration not stated)	0.6	5	5	-3	6	-9	4	0.4	-6
CC1CCCN(C(=O)COC(=O)CNC(=O)c2sc3ccccc3c2Cl)C1 (configuration not stated)	0.1	-9	1	-6	5	3	-7	0.1	4
CCC1CCCCN1C(=O)c1ccc(OC2CCN(C(=O)COC)CC2)cc1 (configuration not stated)	0.0	0	4	6	11	-5	3	0.8	-2
O=c1c(N2CCN(c3ccccc3)CC2)csc2ccc(Cl)cc12	nt	-4	4	2	-6	-10	-7	1.2	nt
COc1ccc(NC(=O)CNC(=O)Cn2ccc3ccccc3c2=O)c(OC)c1	0.7&0.0	1&23	2&3	4&-1	5&-15	2	26&7	-0.3&-0.4	-1
Cc1c(Br)c(=O)[nH]c(=O)n1COCc1ccccc1	-0.7	-2	3	-8	-14	12	8	-0.5	-1

Next structures:
SMILES	D2 ag	TRHR enhancer	D1 ag	D1 PAM	D1 antag	RXFP1 antag	D2 potentiator	TRHR ag	D2 antag
Nc1ncc(S(=O)(=O)Nc2ccc(F)cc2F)cn1	1.4	2	0	-2	-14	-7	-1	0.1	nt
NC(=O)NC(=O)CC1S/C(=N/N=C2\CSC(=O)N2)NC1=O (configuration not stated)	1.3	4	0	3	2	10	0	-0.2	-20
Cc1oc(/N=C/c2ccccc2)c(C#N)c1C	0.8	3	4	1	8	2	-2	0.3	4
Cc1c(Cl)cccc1NC(=O)CCC(=O)c1cccs1	-0.3	0	3	-7	-5	10	2	0.2	-4
Cn1c(NCCCCO)nc2c1c(=O)n(Cc1ccc(Cl)cc1)c(=O)n2C	0.1	11	-2	2	-33*	1	-8	-0.6	nt
CC(C)(C)c1ccc(C(=O)COC(=O)CN2C(=O)NC3(CCCC3)C2=O)cc1	-0.4	16	7	-3	-31*	-9	0	-2.6	7

Of the compounds above, 6 have an aryl methoxy group:
SMILES	D2 ag	TRHR enhancer	D1 ag	D1 PAM	D1 antag	RXFP1 antag	D2 potentiator	TRHR ag	D2 antag
CCS(=O)(=O)N1CCc2cc(OC)c(OC)cc2C1	0.1	-3	0	-2	6	11	8	0.0	21
COc1ccc(Cl)cc1NC(=O)CCN1C(=O)C2C3CCC(C3)C2C1=O (configuration not stated)	-5.5	-4	2	-5	2	-4	9	-1.1	-10
CCCN(CC(=O)Nc1ccccc1OC)C(=O)CSc1ccc(Br)cc1C	0.4	-5	0	-2	-20	-12	-8	0.9	2
COc1ccc(-c2nc(C#N)c(NCc3ccc(C)cc3)o2)cc1OC	0.4	-1	1	-5	-3	2	10	-0.5	27
COc1ccc(-c2nc(N)ncc2-c2csc(C)n2)c(O)c1OC	nt	-8	2	2	-2	-2	-17	0.0	nt
COc1ccc(NC(=O)CNC(=O)Cn2ccc3ccccc3c2=O)c(OC)c1	0.7&0.0	1&23	2&3	4&-1	5&-15	2	26&7	-0.3&-0.4	-1
